# Assay outcomes (PubChem)
# SENP1 inh = blocks the human SENP1 SUMO protease catalytic domain; Q9P0U3; 0.21% of 360,000 active; recombinant SENP1 catalytic domain, CyPet-SUMO1-YPet FRET cleavage; AID 624204; inhibition, % at 10 µM;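 active means inhibition at least 30% at 10 µM, raw YFP signal under a set limit, fluorescence ratio 0.5 to 1.5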;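 further: 0% = enzyme with DMSO and 100% = no enzyme wells; some results filed as inactive read as strong as hits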
#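 Test system: human SENP1 catalytic domain; medium: Tris pH 8 buffer plus EDTA, NaCl, BME, BSA, NP40, catalase; incubation: 50 min reaction at room temperature; technique: FRET, CFP and YFP emission; controls: no-enzyme low control and enzyme-plus-DMSO high control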
# Apaf-1 inh = human Apaf-1 inhibition; O14727; reconstituted apoptosome caspase-3 activity, DEVD-Rh110 fluorescence; inhibition, % at 20 µM; 0.71% of 330,000 active; AID 489030; active means inhibition of at least 40% at 20 µM;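 further: plate controls were DMSO wells for no effect and DEVD-CHO caspase inhibitor wells for full effect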
# Target sequence (O14727 whole entry, looked up): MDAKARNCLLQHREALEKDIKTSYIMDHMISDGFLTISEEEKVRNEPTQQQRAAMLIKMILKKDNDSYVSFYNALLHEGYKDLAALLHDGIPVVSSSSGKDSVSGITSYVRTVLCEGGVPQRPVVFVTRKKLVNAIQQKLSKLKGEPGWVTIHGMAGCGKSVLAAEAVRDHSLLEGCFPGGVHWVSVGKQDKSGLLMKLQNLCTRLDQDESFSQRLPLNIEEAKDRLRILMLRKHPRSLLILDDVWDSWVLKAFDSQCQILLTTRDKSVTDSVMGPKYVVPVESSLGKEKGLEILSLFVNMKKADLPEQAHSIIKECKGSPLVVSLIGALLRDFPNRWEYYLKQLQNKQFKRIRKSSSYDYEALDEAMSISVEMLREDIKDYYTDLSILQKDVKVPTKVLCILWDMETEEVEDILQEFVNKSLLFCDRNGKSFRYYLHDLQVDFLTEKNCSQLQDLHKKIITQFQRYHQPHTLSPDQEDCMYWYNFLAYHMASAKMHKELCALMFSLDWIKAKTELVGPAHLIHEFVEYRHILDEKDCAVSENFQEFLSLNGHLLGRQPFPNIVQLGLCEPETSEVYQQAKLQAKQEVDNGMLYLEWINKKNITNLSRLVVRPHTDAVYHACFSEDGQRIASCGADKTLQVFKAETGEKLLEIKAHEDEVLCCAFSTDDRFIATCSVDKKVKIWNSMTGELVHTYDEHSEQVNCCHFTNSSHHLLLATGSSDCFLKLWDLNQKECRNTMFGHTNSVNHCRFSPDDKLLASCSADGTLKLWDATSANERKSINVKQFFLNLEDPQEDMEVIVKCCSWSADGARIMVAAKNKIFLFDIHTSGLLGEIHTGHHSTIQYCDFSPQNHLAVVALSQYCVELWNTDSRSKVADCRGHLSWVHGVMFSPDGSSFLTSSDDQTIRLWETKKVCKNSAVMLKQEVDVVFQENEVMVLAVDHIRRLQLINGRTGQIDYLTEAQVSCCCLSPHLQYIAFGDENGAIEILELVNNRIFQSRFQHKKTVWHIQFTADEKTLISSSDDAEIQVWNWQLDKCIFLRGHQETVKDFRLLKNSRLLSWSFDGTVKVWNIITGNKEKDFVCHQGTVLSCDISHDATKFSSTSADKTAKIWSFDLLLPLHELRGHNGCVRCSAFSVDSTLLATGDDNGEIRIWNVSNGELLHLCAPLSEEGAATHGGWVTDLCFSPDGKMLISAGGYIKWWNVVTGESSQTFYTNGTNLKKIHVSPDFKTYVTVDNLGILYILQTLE
#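 System: Apoptosome proteins | Medium: Hepes pH 7.5 with detergent and BSA | Also added: Cytochrome c trigger plus (Z-DEVD)2-Rh110 caspase-3 substrate | Incubation: 30 min compound preincubation, 50 min activation, room temperature | Detection: Rhodamine 110 fluorescence at Ex 480/Em 540 nm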
# SENP7 inh = inhibitors of human SENP7 protease; AID 434973; 1.5% of 330,000 active; inhibition, % at 5 µM; Q9BQF6; recombinant SENP7, Z-RLRGG-aminoluciferin luminescence, 40 min;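 active means inhibition above about 50% at the single test dose, limit read from the data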;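 further: plate controls were DMSO with enzyme for no effect and no enzyme buffer wells for full effect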
# SENP8 block-1 = blocks the human protease SENP8 | Q96LD8 | purified SENP8, Z-RLRGG-aminoluciferin cleavage, luminescence | inhibition, % at 10 µM | 1.2% of 330,000 active | AID 2540; in the data active means inhibition above about 50%
# HKDC1 inh = blocks human hexokinase HKDC1 activity; inhibition, % at 20 µM; Q2TB90; recombinant HKDC1, G6PDH/diaphorase resazurin coupled fluorescence; AID 493160; 0.16% of 340,000 active;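 active means inhibition above about 35% when tested at 20 µM, limit read from the data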;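 further: plate controls were DMSO wells with enzyme for no effect and DMSO wells lacking enzyme for full effect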
#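 Material: recombinant HKDC1 hexokinase; Amount: HKDC1 at 5 µg/mL; Medium: Tris pH 8.0 buffer with MgCl2, Tween-20, BSA, BME; Schedule: 90 min reaction incubation at room temperature, dark; Technique: coupled resazurin fluorescence, excitation 525 nm, emission 613 nm.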
# PfGluPho inh = PfG6PD (Plasmodium falciparum) enzyme inhibition; PfGluPho enzyme, NADPH resazurin-diaphorase fluorescence; inhibition, % at 20 µM; 0.78% of 350,000 active;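 active means inhibition reaching at least a set limit at 20 µM in the primary screen, cut at about 59% in these data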;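 further: 0% = DMSO wells with substrate and 100% = DMSO wells lacking glucose-6-phosphate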
# SENP8 block-2 = blocks human SENP8 cleavage of Nedd8 substrate. Q96LD8. recombinant SENP8, Nedd8 substrate fluorescence. inhibition, % at 20 µM. 0.64% of 360,000 active. AID 602440; in the data active means inhibition mostly above about 40%, no sharp cut-off; inactive means mostly below about 27%
# NALP3 yeast inh = inhibitors of NALP3 inflammasome in yeast. 0.39% of 330,000 active. Yeast reconstituted NLRP3/ASC/caspase-1, beta-gal luminescence, 24 h. inhibition, % at 10 µM;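 active means inhibition of 50% or more; inactive means inhibition below 50%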;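 further: plate controls were induced DMSO wells for no effect and uninduced yeast grown without galactose for full effect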
# SENP6 block = SENP6 protease inhibition; Q9GZR1; Recombinant SENP6 catalytic domain, aminoluciferin luminescence; inhibition, % at 10 µM; 1.8% of 330,000 active; AID 2599;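 active means inhibition above about 50% at the single tested dose, limit read from the data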;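 further: plate controls were DMSO wells with enzyme for no effect and DMSO wells lacking enzyme for full effect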
# Starred values were filed as active, the others as inactive; . = not tested or not shown.
Structure	SENP7 inh	Apaf-1 inh	SENP1 inh	NALP3 yeast inh	PfGluPho inh	HKDC1 inh	SENP6 block	SENP8 block-2	SENP8 block-1
COc1ccc(CNC(=O)/C=C/c2cc([N+](=O)[O-])ccc2OC(F)F)cc1	1.6	-3.9	1.1	6.9	-9.9	-1.4	-1.6	15.2	-7.9
CCOc1ccc(C(C(=O)NC2CCCCC2)N(CCOC)C(=O)c2snc(C(N)=O)c2N)cc1 (stereo not given)	2.1	-7.5	-3.9	14.7	3.1	-3.3	-0.5	-474.6	11.8
Cc1c(C)c2ccc(O[C@@H]3O[C@H](CO)[C@@H](O)[C@H](O)[C@H]3O)c(C)c2oc1=O	0.5	4.8	0.0	4.5	-14.8	-1.3	-18.8	-163.7	-8.9
CCN(c1ccccc1)S(=O)(=O)c1cccc(C(=O)NCc2ccccn2)c1	0.4	23.0	-1.4	14.3	-2.2	-1.6	-17.0	-29.0	-1.0
CCOc1ccc(NC(=O)N(C2CCCCCC2)C2CCN(C(C)=O)CC2)cc1	4.4	9.6	0.6	21.6	-19.6	-8.8	-20.2	17.5	-2.4
COC(=O)c1ccc(C(NC(=O)OCc2ccccc2)/C(F)=C/[C@@H](C)C(=O)NCc2ccc(-c3ccccc3)cc2)cc1 (stereo not given in full)	12.4	6.1	.	17.5	5.3	-2.9	-19.2	.	-7.1
CC(NC(=O)c1ccccc1F)c1ccccc1 (stereo not given)	-14.0	-1.8	1.5	0.6	-6.7	-6.4	-12.7	9.0	-13.3
COc1ccccc1-n1cnnc1SC1CCOC1=O (stereo not given)	5.5	-3.5	1.2	9.3	-0.1	-4.0	4.5	17.2	3.6
Cc1cc(C)n(C(=O)C(C)n2nc([N+](=O)[O-])c(Br)c2C)n1 (stereo not given)	-2.3	-7.8	-0.9	11.0	5.5	-7.8	-22.8	20.2	-6.2
Cc1cc(NC(=O)C(C)C)ncc1NC(=O)Cc1ccccc1	-9.6	8.2	-0.8	5.0	-7.3	-7.9	-4.6	5.8	-4.3
CCC(NC(=O)c1ccccc1NC(=O)c1ccc(OC)cc1)C(=O)N1CCCC1 (stereo not given)	-1.3	-8.1	1.3	10.0	8.2	-5.8	-1.6	-18.2	-1.6
O=C(NCCCN1CCOCC1)C(=O)N/N=C/c1c(Cl)cccc1Cl	3.3	1.1	1.8	-1.5	6.5	-8.7	6.0	9.5	-0.3
Cn1c(SCC(=O)NCCN2C(=O)CSC2=O)nnc1-c1ccccc1	-2.6	-8.8	4.5	-4.1	-4.9	2.9	-1.9	5.8	1.3
CCOc1ccc(-n2c(Cc3cc(=O)[nH]c(=O)[nH]3)nnc2SCC(=O)OC)cc1	-0.7	-7.7	4.1	-11.1	7.3	-6.3	-5.0	-17.4	7.8
Cc1cccc(CCNC(=O)C2CCN(S(=O)(=O)c3c(C)nn(C)c3C)CC2)c1	-2.7	7.7	0.4	15.9	7.7	2.4	-15.4	30.7	-0.6
CCOC(=O)c1cccc(NC(=O)CN(c2ccc(C)cc2)S(=O)(=O)c2c(C)n[nH]c2C)c1	-0.6	17.0	2.9	13.1	5.6	5.9	-9.7	17.8	-6.5
CCc1cc2c(cc(C(=O)O)n2C)s1	4.7	2.4	0.0	32.6	-15.4	-3.9	13.7	-0.7	5.8
COc1cccc(-c2nc(CS(=O)(=O)CC(=O)NCCc3ccc(OC)cc3OC)c(C)o2)c1	2.3	11.2	-0.7	-4.6	2.3	-5.0	-8.5	-2.6	-14.0
Cc1cccc(/C=N\Nc2nnc(-c3ccccc3)c(=O)[nH]2)c1	-2.1	6.1	0.9	13.0	-8.3	-6.0	-18.7	7.3	-5.5
C=CCN(c1ccccc1)S(=O)(=O)c1cccc(C(=O)NCc2ccncc2)c1	-4.3	6.2	0.1	9.1	-13.6	-3.2	7.0	0.9	-3.8
Cn1c(Oc2ccccc2NCc2cccc(Br)c2)cc(=O)n(C)c1=O	6.9	14.0	1.0	5.7	17.9	4.3	-13.6	10.8	3.0
CCn1c(SCC(=O)c2ccc(NS(=O)(=O)c3ccccc3)cc2)nnc1-c1cccs1	3.3	0.5	-1.7	2.1	-45.9	-1.7	13.4	-12.8	2.9
COc1ccc(OC)c(CCNC(=O)CCn2ccc3cc(S(=O)(=O)N4CCCC4)ccc32)c1	9.6	9.3	1.3	7.4	-6.1	-3.6	-14.3	5.2	-17.5
COc1ccccc1N1CCN(C(=O)Cc2cccs2)CC1	1.2	2.8	-2.8	15.9	-11.1	-5.2	-7.2	8.4	-0.8
CC(=O)c1cccc(NC(=S)N2CCN(c3ccccn3)CC2)c1	5.8	7.5	3.7	8.7	16.0	-3.9	-5.8	7.6	5.4
CC(=O)c1ccc(-n2c(CCC(=O)O)ccc2-c2ccccc2)cc1	-7.9	-3.8	-1.9	12.6	-14.5	-3.1	-11.5	11.5	-7.7
CCOC(=O)CSc1nnc(CCc2nc3ccccc3[nH]2)n1C	3.0	-1.5	-0.3	-5.7	-3.2	0.0	-16.4	22.1	16.8
COc1cc(/C=N/NC(=O)c2ccc(O)cc2)ccc1OCC(=O)N1CC(C)OC(C)C1 (stereo not given)	-7.1	2.4	2.8	-16.8	-6.4	-7.8	-11.3	-30.9	-9.2
Cc1ccc(C(=O)CSC2=C(C#N)C(c3ccco3)C3=C(CCCC3=O)N2)cc1 (stereo not given)	0.1	23.8	-12.3	14.6	14.0	15.6	5.4	20.6	-9.9
CC(=O)Nc1cc(NC(C)=O)cc(C(=O)NC(C)(C)C)c1	9.1	-5.5	-2.0	-3.0	-11.4	-7.5	1.8	-3.5	-0.3
Cc1ncc(C(=O)Nc2ccccc2)[nH]1	.	.	3.2	.	-17.0	-7.2	.	9.8	.
CCCN=C1N(CC)C[C@@H]2[C@@H]3C(=O)N(C)C(=O)[C@@H]3[C@](Cc3ccccc3)(C(=O)OC)N12	-1.7	15.2	2.5	.	2.1	-5.5	.	13.3	.
CCN1CCN(C(=O)c2ccc(Cl)c(S(=O)(=O)N3CCOCC3)c2)CC1	4.3	-14.0	1.0	15.5	-0.7	-13.2	8.6	11.4	8.9
CCC(C)(C)NC(=O)C(c1ccccc1F)N(Cc1ccco1)C(=O)c1csnn1 (stereo not given)	-14.0	2.2	2.0	3.5	-11.2	1.1	8.0	18.1	1.3
CC(=O)c1c(COC(=O)c2ccc(C)cc2)nc2ccccc2[n+]1[O-]	4.3	-8.7	2.3	27.6	-2.5	1.5	-7.3	18.3	7.2
CCOC(=O)CNc1ccc(OC(F)(F)F)cc1	-0.8	-23.2	0.6	0.8	1.3	3.2	-20.8	11.7	-8.5
Cc1cc(N2CCOCC2)n2ncc(-c3ccc(Cl)cc3)c2n1	48.6	-19.7	0.6	28.5	8.9	-3.3	-3.5	-454.7	0.4
COc1cc(C)c(NC(=O)Cc2ccsc2)cc1OC	11.5	1.9	1.3	13.2	-0.9	-2.2	4.2	7.1	-0.2
CC(C)c1cc(C(=O)N2CCCC(C(=O)c3ccc4ccccc4c3)C2)on1 (stereo not given)	0.0	14.3	0.1	6.1	16.3	1.9	11.6	-0.3	-1.3
COCCC(=O)N1CCC(Oc2ccc(C(=O)N3C[C@@H](C)O[C@@H](C)C3)cc2)CC1	-6.6	0.8	-0.4	16.2	-12.3	-6.1	-5.8	4.8	4.9

# Three compounds out of the list above, arranged by the number in SENP6 block, rising.
canonical_smiles,SENP7 inh,SENP1 inh,NALP3 yeast inh,PfGluPho inh,HKDC1 inh,SENP6 block
CCN(c1ccccc1)S(=O)(=O)c1cccc(C(=O)NCc2ccccn2)c1,0.4,-1.4,14.3,-2.2,-1.6,-17.0
CCOc1ccc(-n2c(Cc3cc(=O)[nH]c(=O)[nH]3)nnc2SCC(=O)OC)cc1,-0.7,4.1,-11.1,7.3,-6.3,-5.0
C=CCN(c1ccccc1)S(=O)(=O)c1cccc(C(=O)NCc2ccncc2)c1,-4.3,0.1,9.1,-13.6,-3.2,7.0

# Remaining list, next part
Structure	SENP7 inh	Apaf-1 inh	SENP1 inh	NALP3 yeast inh	PfGluPho inh	HKDC1 inh	SENP6 block	SENP8 block-2	SENP8 block-1
O=C(Nc1ccccc1)C(O)C(O)C(=O)Nc1ccccc1 (stereo not given)	-1.7	-2.1	3.6	-2.1	-3.4	-1.2	0.8	16.8	-7.5
Cc1cccc(NC(=S)N(CCN2CCOCC2)Cc2cc3cc4c(cc3[nH]c2=O)OCO4)c1	2.1	-1.3	-1.9	15.7	16.9	-9.4	22.7	-298.4	3.6
COc1ccc2[nH]c(=O)c(CN(CC3CCCO3)C(=O)Nc3ccccc3OC)cc2c1 (stereo not given)	.	.	0.5	.	-17.3	-7.9	.	-320.7	.
O=C(Nc1ccc(C(=O)OC2CCCCC2)cc1)c1ccncc1	14.1	8.7	-0.3	13.5	-0.5	-1.4	-16.2	7.5	-3.6
O=C(NCc1ccc2c(c1)OCO2)c1ccc(CS(=O)(=O)Cc2cccc(Cl)c2)o1	4.6	1.8	0.1	5.5	6.8	-7.4	-9.4	25.5	-7.6
Cc1ccc(OCC2Cn3c(nc4c3c(=O)[nH]c(=O)n4C)O2)cc1 (stereo not given)	1.2	4.0	1.8	10.6	-6.8	-13.8	16.4	11.1	-2.2
COc1cc(NC(=O)C/C(C)=N/NC(=O)Cc2ccccc2)c(OC)cc1Cl	-0.3	-0.1	3.7	-0.8	-2.3	-5.4	3.0	1.1	-0.8
Cc1c(C)c(C)c(S(=O)(=O)NCCc2ccncc2)c(C)c1C	-3.5	-0.3	3.9	-14.2	6.8	-5.6	-10.5	9.0	1.9
COc1ccccc1C1(O)C(=O)Nc2ccc(C)cc21 (stereo not given)	4.1	-4.2	0.6	-0.3	-4.5	0.2	-22.1	11.6	-3.2
CC1CCN(C(=O)c2cc(Cl)nc3ccccc23)CC1	12.6	0.8	-0.5	-28.9	-7.3	-11.9	9.2	8.0	1.3
Cc1ccc(NC(=O)CN2CCCCCC2)c(Br)c1	.	.	0.9	.	-21.7	5.4	.	9.8	.
COc1ccccc1C=NN=Cc1ccccc1O	.	.	3.1	.	14.5	-0.4	.	21.7	.
Cc1cccn2c(=O)c(/C=C(\C#N)S(=O)(=O)c3ccc(Cl)cc3)c(N3CCC(C(N)=O)CC3)nc12	-1.9	11.2	-7.5	4.5	9.0	9.8	5.2	17.0	-0.1
N#CCCn1cnc2ccccc21	7.0	-4.8	-1.5	-4.4	-1.5	-5.0	-10.1	16.8	1.1
CCN(C(=O)c1ccc(=O)[nH]c1)c1c(N)n(Cc2ccccc2)c(=O)[nH]c1=O	-2.5	-11.3	-0.6	7.9	4.6	-9.1	-1.1	-6.2	2.2
COc1ccc(C(=O)N2CCC(=O)N(C(CO)Cc3ccccc3)CC2)cc1 (stereo not given)	8.1	0.1	3.2	0.9	7.5	-4.2	-9.8	15.2	-4.3
Cc1oc2c(c1C(=O)c1ccc(Cl)cc1)C(=O)C(=O)c1ccccc1-2	.	.	8.1	.	116.7*	54.6*	.	113.4*	.
